Assay outcomes (PubChem BioAssay)
GBA activity up: enhancers of human beta-glucosidase activity in Gaucher fibroblasts | P04062 | L444P Gaucher fibroblasts, 4-MU-glucoside fluorescence, 3 days | activation, % at 10 µM | 30,000 tested, 0.44% active | AID 784; in the data active = activation above about 65%;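 also: 0% = vehicle wells and 100% = positive control wells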
Target sequence (P04062 whole entry L483P): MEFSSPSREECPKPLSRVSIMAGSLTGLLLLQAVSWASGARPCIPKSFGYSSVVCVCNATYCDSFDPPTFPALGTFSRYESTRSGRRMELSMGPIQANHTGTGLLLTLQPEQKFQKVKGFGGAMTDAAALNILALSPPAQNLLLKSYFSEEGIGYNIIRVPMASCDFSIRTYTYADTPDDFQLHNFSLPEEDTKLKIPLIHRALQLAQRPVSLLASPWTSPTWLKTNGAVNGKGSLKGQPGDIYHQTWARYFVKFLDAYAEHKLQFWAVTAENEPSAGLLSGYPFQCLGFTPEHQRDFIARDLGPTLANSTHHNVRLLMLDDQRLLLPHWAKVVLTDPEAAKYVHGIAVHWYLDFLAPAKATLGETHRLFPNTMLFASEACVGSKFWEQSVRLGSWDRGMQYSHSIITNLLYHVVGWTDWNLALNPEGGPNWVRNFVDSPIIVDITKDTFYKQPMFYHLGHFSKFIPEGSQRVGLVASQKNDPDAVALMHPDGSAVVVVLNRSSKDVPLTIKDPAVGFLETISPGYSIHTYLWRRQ
Starred values were filed as active, the others as inactive. Only part of the results is shown; rates above refer to the full screens.

SMILES	GBA activity up
Cc1nnc(SCCn2c(N3CC(C)CC(C)C3)nc3c2c(=O)[nH]c(=O)n3C)s1 (stereo not given)	6
CC1Cc2ccccc2N1S(=O)(=O)c1cccs1 (stereo not given)	-46
CC(C)c1ccc(S(=O)(=O)N2CCN(CC(=O)Nc3ccc4c(c3)OCO4)CC2)cc1	-48
COCc1cc(C)nc(SCC(=O)Nc2cccc(C)c2C)c1C#N	-16
CCC(=O)c1ccc(OCC(O)CN(C)C2CCCCC2)cc1 (stereo not given)	-49
O=C(CCN1CCCCCC1)Nc1cccc(Cl)c1	2
Cc1ccc2c(c1)nnn2C1CCN(CC(=O)Nc2ccc3c(c2)OCCO3)CC1	-11
CCN1C(=O)/C(=C2\SC(N3CCCCC3)=NC2=O)c2ccccc21	1

The final 7 entries of the part before open the next one.
SMILES	GBA activity up
CC1Cc2ccccc2N1S(=O)(=O)c1cccs1 (stereo not given)	-46
CC(C)c1ccc(S(=O)(=O)N2CCN(CC(=O)Nc3ccc4c(c3)OCO4)CC2)cc1	-48
COCc1cc(C)nc(SCC(=O)Nc2cccc(C)c2C)c1C#N	-16
CCC(=O)c1ccc(OCC(O)CN(C)C2CCCCC2)cc1 (stereo not given)	-49
O=C(CCN1CCCCCC1)Nc1cccc(Cl)c1	2
Cc1ccc2c(c1)nnn2C1CCN(CC(=O)Nc2ccc3c(c2)OCCO3)CC1	-11
CCN1C(=O)/C(=C2\SC(N3CCCCC3)=NC2=O)c2ccccc21	1
CCOC(=O)CNC(=O)C(Cc1ccccc1)NS(=O)(=O)c1cccs1 (stereo not given)	-29
CC1CCCCN1C(=O)C1CC(c2ccc(F)cc2)=NO1 (stereo not given)	-8
c1ccc2c(c1)C(=Nn1cnnc1)c1ccccc1-2	-5
CCN(CC)CC(=O)Nc1ccc(-c2nc3cc(NC(=O)CN(CC)CC)ccc3o2)cc1	-42
CCNc1nc(NCc2ccccc2)nc(Oc2ccc(=O)[nH]n2)n1	0
O=C1c2[nH]nc(-c3ccccc3O)c2C(c2ccccc2F)N1Cc1ccco1 (stereo not given)	-14
CCOC(=O)N1CCC(NC(=O)C2CCCN(S(=O)(=O)c3cccc4nsnc34)C2)CC1 (stereo not given)	-6
CC(=O)c1cc2c(cc1NC(=O)CCCC(=O)O)OCO2	-9
O=c1cc(CSc2ccc(Cl)cc2)nc(N2CCCCC2)[nH]1	-5
CC(C)C(=O)Nc1cccc(C(=O)Nc2nncs2)c1	29
CS(=O)(=O)N(CC(=O)NCc1ccco1)c1ccc2c(c1)OCO2	-25
CCCOC(=O)c1cc(=O)[nH]c2ccccc12	-1
Cc1ccc(C(=O)CSc2nnc(-c3ccccc3N)n2C)cc1	43
O=C(O)c1cccnc1SC1CC(=O)N(Cc2ccccc2)C1=O (stereo not given)	10
CCCCOc1ccc(C(=O)CCNC(C(=O)O)C(C)CC)cc1 (stereo not given)	-14
CCCOc1ccc(/C(O)=C2/C(=O)C(=O)N(CCN(C)C)C2c2ccco2)cc1 (stereo not given)	9
Cc1ccc(-n2c(C)cc(C)c(C#N)c2=O)cc1	-5
CN(CC(=O)Nc1ccncc1)S(=O)(=O)c1ccccc1	-3
COc1ccccc1Oc1coc2cc(O)ccc2c1=O	-19
COc1ccc(C/C(N)=N/n2cnnc2)cc1	-8
CCOc1ccc(-c2[nH]nc3c2C(c2ccc(O)cc2)C(C#N)=C(N)O3)cc1 (stereo not given)	7
Cc1ccccc1C(=O)NC1CCN(Cc2nnnn2CCc2ccccc2)CC1	31
O=c1c2c3c(sc2n2cnnc2n1CCc1ccccc1)CCCC3	-39
COC(=O)c1ccc(NC(=O)CSc2nnc(COc3ccccc3)n2C)cc1	-4
O=S(=O)(c1cccc2nsnc12)N1CCOCC1	-14
CCC(=Nc1ccc(Cc2ccncc2)cc1)c1c(O)n(C)c(=O)n(C)c1=O	-13
COc1ccc(C(=O)Nc2ccc3c(c2)nc2n3CCSC2)cc1	-12
COc1ccccc1OCc1ccc(C(=O)n2nc(C)c(Cl)c2C)o1	-4
O=C(Nc1ccc2c(c1)OCO2)C1CCN(C(=O)c2cccs2)CC1	-10
CN1CCc2c(sc(/N=C/c3ccco3)c2C(N)=O)C1	-26
Cc1cc(NS(=O)(=O)c2ccc(C3CCCCC3)cc2)no1	-3
Cn1c(Cc2cccs2)nnc1SCC(=O)N1CCc2ccccc21	-27
COc1cccc2cc(C(=O)N3CCN(c4ccccc4F)CC3)c(=O)oc12	-1
CCOC(=O)Nc1ccc(C(N)=O)cc1	10
CC1=C(C(=O)OCC2CCCO2)C(c2ccncc2)C2=C(CC(C)(C)CC2=O)N1 (stereo not given)	-2
O=c1c2ccccc2c(C=NCCCN2CCOCC2)c(O)n1Cc1ccccc1	24
O=C(Nc1ccc(Cl)cc1)N1CCCC1	-12
CC(C)CC(C(=O)Nc1oc(-c2ccco2)c(-c2ccco2)c1C#N)N1C(=O)c2ccccc2C1=O (stereo not given)	-9
CCn1c(SC(C)C(=O)OC)nnc1-c1c[nH]c2ccccc12 (stereo not given)	-12
Cc1ccc2[nH]c(=S)cc(C)c2c1	31
Cc1sc(NC(=O)C2CCCO2)c(C#N)c1C (stereo not given)	-5
Cc1nc2oc(C(=O)c3ccccc3)c(N)c2c2c1COC(C)(C)C2	-13
O=C(Nc1ccccc1Cl)c1cccs1	9
Cc1ccc(-c2nnn(CC(=O)Nc3cccc4cccnc34)n2)o1	13
CCOCCCn1c(C)nc2c(c1=O)c1nc3ccccc3nc1n2-c1ccc(C)cc1	-3
CCOC(=O)C1CCN(Cc2c(O)ccc3ccccc23)CC1	-5
CCC(c1nnnn1CCOC)N(Cc1ccc(C)cc1)Cc1cc2cc(OC)ccc2[nH]c1=O (stereo not given)	-23
Cc1oc2c(CN(C)C)c(O)ccc2c(=O)c1-c1cscn1	1
CCOC(=O)c1ccc(CNS(=O)(=O)c2c(C)ccc3nsnc23)o1	-23
Cc1nnc(SCCn2c(N3CCCCCC3)nc3c2c(=O)[nH]c(=O)n3C)s1	-2
Cc1ccc(CN2C(=O)CCC2C(=O)NCCN2CCN(c3cccc(Cl)c3)CC2)cc1 (stereo not given)	19
COC(=O)C1C(=O)NC(SC)=C(C#N)C1c1ccccc1F (stereo not given)	-2
Cc1ccccc1N1CCN(Cc2c(C#N)c3ccccc3n2C)CC1	-6
O=C(c1ccc(CS(=O)(=O)Cc2ccc(Cl)cc2)o1)N1CCCC1	-15
COc1ccc(C2N(c3cc(C)on3)C(=O)C3CCCN32)cc1OC (stereo not given)	-30
COc1ccccc1N1CC(O)=C(c2nc3ccccc3s2)C1=N	9

Remaining list, next part:
SMILES	GBA activity up
O=C(NC1CCCCC1)NC1(C(=O)NCCCN2CCOCC2)CCCCC1	3
Cc1cc(C)nc(SCc2ccc3nonc3c2)n1	-10
O=S(=O)(c1ccc2nc(-c3ccco3)c(-c3ccco3)nc2c1)N1CCOCC1	16
O=c1[nH]c2cc3c(cc2cc1CN(Cc1nnnn1CC1CCCO1)C1CCCC1)OCO3 (stereo not given)	-20
CCCC(=O)C1=C(O)C(C(=O)OC)C(C)(C)CC1=N (stereo not given)	-19
C=CCOC(=O)CCC(=O)Nc1cc(OC)nc(OC)n1	13
CCC(C)NC(=O)CSC1=Nc2ccccc2C2=NC(CC(=O)NCc3ccccc3)C(=O)N12 (stereo not given)	-13
COc1ccc(-c2[nH]nc3c2C(c2ccc(OC(=O)N4CCOCC4)cc2)C(C#N)=C(N)O3)cc1 (stereo not given)	-2
CCn1c(Cc2ccccc2)nnc1SCC(=O)Nc1nnc(-c2ccccc2)s1	-5
COc1cc(C2NC(=O)NC(c3ccccc3)=C2C(C)=O)ccc1OCC(=O)O (stereo not given)	28
CCn1cc(C(=O)OCC(=O)NCc2ccc3c(c2)OCO3)c(=O)c2ccc(C)nc21	7
O=C(CN1CCN(c2ccc(F)cc2)CC1)Nc1cc(C(F)(F)F)ccc1Cl	-8
O=C(c1ccco1)N1CCN(C(=O)C2c3ccccc3Oc3ccccc32)CC1	-7
COCc1nnc(NC(=O)CCCOc2ccccc2OC)s1	-41
O=C(Nc1nc(-c2ccccc2)cs1)C1CCCO1 (stereo not given)	-5
CCCN1C(=O)/C(=C2\SC(N3CCCCC3)=NC2=O)c2ccccc21	-21
CC(=O)Nc1ccc(S(=O)(=O)N2CCSC2c2ccc(C)cc2)cc1 (stereo not given)	-16
O=C(CSc1nnc(-c2ccccc2O)o1)Oc1ccc(OCc2ccccc2)cc1	-13
Cc1cc(N2CCOCC2)nc(SCC(=O)c2ccccc2)n1	-2
Cc1ccc2nc(SCC(=O)NCc3ccco3)c(C#N)cc2c1	-7
CCOc1ncccc1C(=O)Nc1cccc(C(=O)Nc2cccc(S(=O)(=O)CCO)c2)c1	14
COc1ccc(NC(=O)CC2C(=O)N(c3ccc(OC)cc3)C(=O)N2CCN2CCN(C)CC2)cc1 (stereo not given)	19
CC(C)CCNC(=O)c1cccc(Cl)c1	2
CCCC(=O)Nc1cc(C)c(NC(=O)C23CC4CC(CC(C4)C2)C3)cn1	-23
CCOC(=O)N1CCN(C(=O)CC(C(=O)N2CCc3ccccc32)n2ccnc2)CC1 (stereo not given)	18
COCCN(Cc1cc2cc3c(cc2[nH]c1=O)OCO3)C(=O)c1cccs1	-15
CCCNC(=O)c1cc(S(=O)(=O)N2CCc3ccccc32)ccc1F	-6
Cc1ccc(/C=N/n2c(C)nnc2C)s1	-3
CCC1CCC2(CC1)NC(CO)(CO)CO2 (stereo not given)	14
COc1ccc(CCN2C(=O)CC(N3CCN(c4ccccn4)CC3)C2=O)cc1OC (stereo not given)	-15
CCOC(=O)N1CCC(NC(=O)C(CC(C)C)NC(=O)C2CCCCC2)CC1 (stereo not given)	-42
CCOc1ccc2nc(SC(C)C(N)=O)[nH]c2c1 (stereo not given)	-16

Two neighbouring entries already listed, for reference:
SMILES	GBA activity up
CCOC(=O)N1CCC(NC(=O)C(CC(C)C)NC(=O)C2CCCCC2)CC1 (stereo not given)	-42
CCOc1ccc2nc(SC(C)C(N)=O)[nH]c2c1 (stereo not given)	-16

(next part)
SMILES	GBA activity up
CCc1nc(SCc2cccnc2)c2c(=O)n(C)c(=O)n(C)c2n1	2
CC(=O)N1CC2(CC(=O)OC(C)C)CN(C(C)=O)CC(CC(=O)OC(C)C)(C1)C2=O	6
O=C(Nc1ccc(N2CCCCC2)c(Cl)c1)c1cccnc1	-3
COc1cc(C2/C(=C(/O)c3ccc(OCC(C)C)cc3)C(=O)C(=O)N2CCN(C)C)ccc1O (stereo not given)	5
CCc1cc2c(NCCC(=O)O)ncnc2s1	-2
Cn1c(SCc2ccccc2)nnc1-c1ccc2c(c1)OCO2	-9
Cc1ccc2cccc(OCC(=O)NCc3ccco3)c2n1	-2
O=S(=O)(c1ccc2oc(-c3ccncc3)nc2c1)c1ccc2oc(-c3ccncc3)nc2c1	-7
COc1ccccc1NS(=O)(=O)c1cc(C(=O)NCCN2CCOCC2)ccc1Cl	9
C/C(N)=C(/C#N)C(=O)CSc1nnnn1-c1ccc(C)cc1	-36
O=C(c1cccc(S(=O)(=O)N2CCCC2)c1)N1CCN(c2ccccc2F)CC1	1
O=C(Cn1c(=O)c2c(ncn2C2CCCC2)n(Cc2ccccc2)c1=O)N1CCc2ccccc21	-6
COCC(=O)N(Cc1cc2cc(OC)ccc2[nH]c1=O)c1ccc(C)cc1	13
Cc1cc(S(=O)(=O)N(Cc2ccccn2)Cc2ccco2)ccc1-n1cnnn1	-7
CN1C(=O)C(CC(=O)N2CCN(C(c3ccccc3)c3ccccc3)CC2)N(C)C1=O (stereo not given)	-5
Cc1cc(S(=O)(=O)NC2CCCC2)ccc1F	-41
CCCCOCC(O)Cn1c(C)nc2ccccc21 (stereo not given)	30
O=C(OCc1nnc(-c2ccccc2)o1)c1ccc(S(=O)(=O)NCc2ccco2)cc1	-33
COCCn1c(SCC(=O)Nc2sc(C)c(C)c2C#N)nnc1C(C)C	-24
Cn1c(=O)c2c(nc(N3CCCCCC3)n2CC(=O)c2ccc(Br)cc2)n(C)c1=O	17
O=C1NCCCC1C(=O)NCCNC(=O)C(F)(F)F (stereo not given)	4
COc1ccc(NC(=O)C2CCCN(S(=O)(=O)c3ccc(C)cc3)C2)cc1OC (stereo not given)	-19
O=C(O)c1ccc(CS(=O)c2cccc(C(F)(F)F)c2)o1 (stereo not given)	-30
COc1cc(NC(=O)CN2C(=O)c3ccccc3C2=O)c(C(=O)O)cc1OC	-1
c1ccc(N=P(c2nc3ccccc3o2)(N2CCOCC2)N2CCOCC2)cc1	-14
O=C(Nc1ccccc1)N(Cc1cccs1)C1CCCC1	-39
CC1=C(C(=O)N2CCOCC2)C(c2ccccc2F)C2=C(CCCC2=O)N1 (stereo not given)	-23
COCCN(Cc1cc2cc3c(cc2n2nnnc12)OCO3)C(=O)c1ccccc1F	-44
CCOc1cc(S(=O)(=O)N2CC=C(c3ccc(F)cc3)CC2)c(OCC)cc1-n1cnnn1	-22
C=CCNC(=O)c1oc2ccc(S(=O)(=O)N(CC)CC)cc2c1C	-20
Cc1ccc(C(=O)Nc2ncc(Cc3ccccc3)s2)o1	-1
CCOC(=O)/C(C#N)=C1/SC(CC)C(=O)N1c1ccc(C)cc1 (stereo not given)	-55
OC(c1cccnc1)c1cccs1 (stereo not given)	-3
COC(=O)c1[nH]c(C)c(/C(O)=C2\C(=O)C(=O)N(CCN(C)C)C2c2ccco2)c1C (stereo not given)	-19
Cc1noc(C)c1CSc1ncnc2sc3c(c12)CCC3	-26
CC(=O)N1CCN(c2ccc(NCc3ccc4c(c3)OCO4)cc2)CC1	16
O=C(Nc1ccc(SC(F)F)cc1)C1=COCCO1	-5
CCCCCCNS(=O)(=O)c1ccc(Cl)s1	-15
